Candida biofilm: kills Candida albicans biofilms; hit rate 0.14% among 85,000; inhibition, % at 6 µM; C. albicans biofilm + clotrimazole, Alamar Blue; AID 834;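 active means inhibition above 20%; inactive means inhibition below 20%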;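 further: preformed 24 hr biofilms exposed to compound for 48 hr; 0% = biofilm without compound and 100% = blank killed by clotrimazole plus chlorhexidine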
TNFa cytotox: toxic to HUVEC cells under TNF alpha stimulation; HUVEC TNFalpha-stimulated, Hoechst cell count, imaging; cell count reduction, % at 2 µM; AID 848; hit rate 0.17% among 93,000;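 active means cell count reduction exceeding the screen mean by over 5 SD, scaled to untreated wells per plate, cut at about 78% in these data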;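 further: cells counted after 24 h of TNF alpha exposure following the 1 h pretreatment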
VCAM1 TNFa inh: reduces TNF alpha induced VCAM1 expression in HUVEC. HUVEC TNFa-induced VCAM-1 immunofluorescence, high-content imaging. hit rate 0.48% among 95,000. inhibition, % at 2 µM;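 active means inhibition above the batch mean plus 3 SD, with images confirmed as a hit by eye, cut at about 37% in these data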;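 further: 0% = TNF-stimulated DMSO wells and 100% = unstimulated control wells; not every result past the cut was called active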
Smad3 FoxH1 inh: Smad3 (human) transcription factor binding inhibition | P84022 | TR-FRET Smad3/Dy647-FoxH1 peptide binding, europium anti-His | inhibition, % at 25 µM | hit rate 0.29% among 88,000 | AID 630;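 active means compounds that reduce the energy-transfer binding signal between the protein and its labelled peptide by more than half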;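 further: 0% = Smad3 plus labelled peptide maximal FRET and 100% = peptide-only background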
Target sequence (P84022 whole entry, looked up): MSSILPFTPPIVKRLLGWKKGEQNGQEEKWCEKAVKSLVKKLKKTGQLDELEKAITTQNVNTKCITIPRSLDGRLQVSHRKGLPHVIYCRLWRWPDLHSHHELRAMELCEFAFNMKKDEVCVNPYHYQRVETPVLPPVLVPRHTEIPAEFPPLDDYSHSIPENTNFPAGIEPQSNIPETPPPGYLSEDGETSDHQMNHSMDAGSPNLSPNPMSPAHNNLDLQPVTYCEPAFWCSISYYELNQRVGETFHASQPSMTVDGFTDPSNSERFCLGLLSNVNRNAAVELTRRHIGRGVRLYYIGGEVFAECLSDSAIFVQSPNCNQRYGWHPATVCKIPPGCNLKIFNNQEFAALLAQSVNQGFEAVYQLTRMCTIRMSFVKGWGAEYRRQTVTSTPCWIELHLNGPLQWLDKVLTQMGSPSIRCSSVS
IL1B cytotox: HUVEC cytotoxicity counter-screen, IL-1B stimulated | HUVEC cell count loss, Hoechst imaging | cell count reduction, % at 2 µM | hit rate 0.41% among 94,000;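 active means cell count reduction more than 3 SD above the screen-wide mean, cut at about 70% in these data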;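 further: normalized per plate to untreated control cells as the no-loss baseline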
cytoskel mod: modifiers of cytoskeleton assembly. HUVEC TNFa F-actin phalloidin imaging, high content. inhibition, % at 2 µM. AID 836. hit rate 0.18% among 91,000;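 active means inhibition above the batch mean plus 3 SD and confirmed as a hit by visual image inspection, cut at about 30% in these data, passing the limit was not always enough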; further: strong numbers were not always called active
MT1-MMP txn act: activates MT1-MMP transcription | hit rate 0.16% among 86,000 | activation factor at 10 µM | AID 750 | HT1080 MT1-MMP promoter luciferase reporter, luminescence, overnight; active compounds read high;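 active means activation factor of at least 2 for MT1-MMP transcription at 10 µM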
DAT uptake mod: human DAT dopamine uptake with cocaine, either direction; AID 449768; Q01959; hit rate 1.3% among 110,000; LLC-PK1 hDAT cells, [14C]-dopamine uptake with cocaine IC80; actives deviate in either direction; B-score at 10 µM;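 active means Z score or B-score, a plate-position-corrected score, falls beyond the plate's 99.7% confidence bounds, in either direction; inactive means both scores lie inside the 99.7% bounds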;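 further: scored against the spread of the other compound wells on the same plate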
Target sequence (Q01959 whole entry, looked up): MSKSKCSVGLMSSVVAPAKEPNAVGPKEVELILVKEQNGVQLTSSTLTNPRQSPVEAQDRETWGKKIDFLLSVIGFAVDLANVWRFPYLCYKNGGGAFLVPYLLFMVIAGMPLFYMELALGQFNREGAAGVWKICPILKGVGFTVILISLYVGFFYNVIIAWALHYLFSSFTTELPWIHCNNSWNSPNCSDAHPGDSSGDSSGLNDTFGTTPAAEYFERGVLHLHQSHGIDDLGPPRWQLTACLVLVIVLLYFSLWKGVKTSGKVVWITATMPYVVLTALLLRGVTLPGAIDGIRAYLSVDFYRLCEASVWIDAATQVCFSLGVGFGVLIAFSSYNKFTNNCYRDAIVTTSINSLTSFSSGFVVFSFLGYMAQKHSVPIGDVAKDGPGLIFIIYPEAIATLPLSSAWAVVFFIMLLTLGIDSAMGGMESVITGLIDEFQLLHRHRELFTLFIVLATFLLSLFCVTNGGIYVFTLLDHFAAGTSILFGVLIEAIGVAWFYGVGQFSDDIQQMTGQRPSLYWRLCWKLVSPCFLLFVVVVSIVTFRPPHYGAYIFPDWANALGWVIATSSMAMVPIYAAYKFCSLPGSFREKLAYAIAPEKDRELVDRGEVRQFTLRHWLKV
LYP inh 2: inhibitors of human LYP (PTPN22) phosphatase. Q9Y2R2. recombinant LYP catalytic domain, DiFMUP fluorescence. inhibition, % at 2 µM. hit rate 0.21% among 96,000. AID 640;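 active means inhibition at 2 µM at or above a set limit, the screen mean plus 3 SD, cut at about 24% in these data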;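 further: 0% = DMSO with enzyme and 100% = enzyme fully blocked by orthovanadate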
* marks the source's active call; other numbers are inactive results; nt = no result given; [ ] = another dose, or the depositor's remark. Only part of the results is shown; rates above refer to the full screens.

SMILES | Candida biofilm | TNFa cytotox | VCAM1 TNFa inh | Smad3 FoxH1 inh | IL1B cytotox | cytoskel mod | MT1-MMP txn act | DAT uptake mod | LYP inh 2
CCOc1ccc(N(CC(=O)NCC2CCCO2)S(=O)(=O)c2ccc(Cl)cc2)cc1 (stereo unspecified) | -2 | -8 | 4 | -4 | nt | -7 | nt | 0.34 | 8
CCC(=O)NC(Nc1cc(C)cc(C)n1)(C(F)(F)F)C(F)(F)F | -2 | -17 | -9 | -19 | -22 | 12 | 1.7 | -0.091 | -1
CCCC(NS(=O)(=O)c1ccc(C)cc1)C(=O)O (stereo unspecified) | 9 | 3 | 4 | -2 | 20 | nt | 1.1 | 0.1 | 6
CCCCCCCCSc1nnc(-c2ccc(OC)cc2)o1 | 3 | 8 | 15 | 10 | 16 | -7 | 1.1 | -0.025 | 12
Cc1ccc(C2=NNC(C(O)C(O)C(O)C(O)CO)S2)cc1 (stereo unspecified) | nt | -19 | -4 | nt | -3 | 2 | nt | 1.6 | -8
Cc1cc(C)n(-c2ccc(C(=O)NCc3ccc4c(c3)OCO4)cc2)n1 | 9 | nt | nt | 7 | nt | nt | 1 | 0.11 | nt
CN(C)C(=O)C12CCC(C)(c3nc4ccccc4nc31)C2(C)C (stereo unspecified) | 7 | -11 | 2 | 9 | -3 | 8 | 1.1 | 0.2 | -12
CCN(CC)C(=O)c1csc(Nc2ccc(C)cc2)n1 | -4 | -24 | 1 | -1 | -6 | 53 | 1.3 | 0.77 | 0
O=C(O)c1ccc(NS(=O)(=O)c2cc(C(=O)O)ccc2Br)cc1 | 7 | -19 | -23 | 8 | -12 | -14 | 1 | 0.18 | -2
CCCS(=O)(=O)N1CCC(C(=O)NCC2CCCO2)CC1 (stereo unspecified) | 2 | -30 | 12 | -9[fluorescence artefact?] | -12 | 2 | 1.1 | 0.44 | -6
COc1cccc2cc(C(=O)NC3CC(C)(C)NC(C)(C)C3)c(=O)oc12 | 4 | 12 | -11 | 16 | -14 | -4 | 1.1 | -0.72 | -8
COc1cc(S(=O)(=O)NCC2COCCO2)ccc1-n1cnnn1 (stereo unspecified) | 3 | 6 | -3 | -4 | 2 | 23 | 1.1 | 0.025 | -4
COc1ccc(C(=O)Cn2c(=O)c(CCC(=O)O)nn3c4ccccc4nc23)cc1OC | 12 | -15 | 3 | 8 | -9 | -50 | 1.1 | 0.089 | -18
CCN(CC)c1ccc2cc(C=O)c(=O)oc2c1 | 6 | -1 | 8 | -10 | -7 | -2 | nt | -1.4 | -1
Cc1ccc(C2C(C#N)=C(N)Oc3n[nH]c(-c4ccccc4)c32)o1 (stereo unspecified) | 0 | -11 | 12 | 26[fluorescence artefact?] | -31 | 14 | 1 | 0.031 | 2
COc1ccc(-n2nnnc2SC(C)C(N)=O)cc1 (stereo unspecified) | 4 | -18 | 10 | -1 | -16 | 6 | 1.1 | -5.2* | 3
O=C(Nc1nccs1)c1ccc(COc2ccc(F)cc2)o1 | nt | 4 | 9 | nt | -51 | 13 | 1 | -0.00032 | -4
Clc1ccc(-c2nc3ccccn3c2CN2CCOCC2)cc1 | nt | -10 | 16 | nt | -47 | -36 | nt | -0.068 | 13
CCC1(CC)NC(=O)N(CC(=O)OCC(=O)Nc2ccc(C(F)(F)F)cc2)C1=O | nt | 2 | 10 | nt | 32 | -20 | nt | -1.8 | 3
COC(=O)c1c(NS(=O)(=O)c2ccc3ccccc3c2)sc2c1CCCC2 | nt | -21 | 16 | 7 | 14 | 6 | 1.1 | 0.13 | 3
CC(C)(C)c1[nH]c2ccccc2c1/C=N/O | 5 | 5 | 6 | 14[fluorescence artefact?] | -24 | -7 | 1.1 | -0.67 | -8
COCc1nnc(NC(=O)c2ccco2)s1 | 0 | -31 | 19 | -8 | -5 | -11 | 1.2 | nt | 1
CC(=O)c1ccc(Sc2ccccc2)cc1 | nt | -26 | 8 | nt | -18 | 11 | nt | -0.042 | 8
COc1ccc(C(=O)/C=C/c2ccc(C)cc2)c(OC(=O)c2ccc([N+](=O)[O-])cc2)c1 | nt | -3 | -13 | nt | -8 | 26 | nt | -0.46 | -6
Cc1cc(S(=O)(=O)NCCCN2CCOCC2)ccc1F | 6 | nt | nt | 4 | nt | nt | 1.4 | -0.8 | -4
Continuation:
SMILES | Candida biofilm | TNFa cytotox | VCAM1 TNFa inh | Smad3 FoxH1 inh | IL1B cytotox | cytoskel mod | MT1-MMP txn act | DAT uptake mod | LYP inh 2
COc1ccc(CCNC(=O)CCC2COc3ccccc3O2)cc1OC (stereo unspecified) | 6 | 1 | 30 | 9 | -1 | 5 | 1.1 | 1.1 | 0
O=C1c2ccccc2C(=O)N1Cc1nc(-c2ccncc2)no1 | -1 | nt | nt | 2 | nt | nt | 1 | -1.6 | nt
CCOc1ccc(NC(=O)CN2CCN(CC(=O)Nc3cccc(F)c3)CC2)cc1 | 9 | nt | nt | -19 | nt | nt | 1.2 | 0.57 | nt
O=C(Cn1c(=O)c2c(ncn2Cc2ccccc2)n(Cc2ccccc2)c1=O)N1CCc2ccccc21 | 4 | 4 | -13 | 4 | 18 | -12 | 1.1 | 0.71 | 12
OCCCNC(=S)Nc1ccc2nc(-c3ccccn3)c(-c3ccccn3)nc2c1 | nt | -15 | -6 | nt | -1 | -13 | nt | 0.37 | 0
C=CCn1c(O)c(C2=c3ccccc3=NC2=O)s/c1=N/c1nccs1 | 0 | 17 | -3 | -10 | 12 | -5 | 1.3 | nt | -4
CCOc1ccc(C(=O)N2CCN(c3cccc(C)c3C)CC2)cc1 | -2 | -2 | 21 | -17 | 32 | 1 | 0.9 | 0.046 | -6
CC(C)(C)c1ccc(S(=O)(=O)N2CCC(c3nc4ccc(Cl)cc4[nH]3)CC2)cc1 | -1 | -14 | 6 | 6[fluorescence artefact?] | -4 | 7 | 1.1 | 0.91 | 9
O=C(CS(=O)(=O)c1cccc(Cl)c1)Nc1ccccc1Cl | nt | -14 | 9 | nt | -25 | -6 | nt | 0.23 | -15
Cc1ccc(SCc2cc(=O)[nH]c(Nc3nc(C)c4cccc(C)c4n3)n2)cc1 | nt | -1 | -8 | nt | 10 | 2 | nt | 0.26 | 21
CC12CCC(C(=O)NCc3ccccn3)(OC1=O)C2(C)C (stereo unspecified) | 5 | -9 | 7 | -2 | -25 | -12 | 1.1 | -0.27 | 9
Cc1nn(CC(=O)Nc2ccc(Cl)cn2)c(C)c1[N+](=O)[O-] | nt | -19 | -2 | nt | 12 | -2 | nt | 0.38 | 2
COc1ccc(N2CSC3=C(C#N)C(c4cccs4)CC(=O)N3C2)cc1 (stereo unspecified) | -11 | -32 | 10 | 10[fluorescence artefact?] | -78 | nt | 1.1 | -1.3 | -17
COc1ccc(CC(=O)N2CCNC2=O)cc1 | 6 | -12 | -18 | 11 | -5 | -21 | 1 | -0.064 | 4
Cc1cccc(C)c1OCC(=O)NCc1nnc(SCC(=O)NC2CCCCC2)n1C | 1 | 4 | -10 | -4 | 12 | 10 | 1.1 | 0.44 | -5
CCC(C)(C)NC(=O)c1ccc(S(=O)(=O)N(C)c2ccccc2OC)cc1 | nt | 5 | -7 | nt | 0 | -7 | nt | 2.4 | 2
COc1ccc2c(c1OC)C(=O)OC2CC(=O)c1ccc(N(C)C)cc1 (stereo unspecified) | 6 | nt | nt | 1 | nt | nt | 1.1 | -0.67 | nt
COc1cccc(C2C=C(c3ccc(OC)cc3OC)Nc3nnnn32)c1 (stereo unspecified) | 10 | -18 | 16 | 10 | 0 | -15 | 1.2 | 0.82 | 0
COC(=O)CN(c1ccccc1F)S(=O)(=O)c1ccccc1 | -1 | nt | nt | -10 | nt | nt | 1.1 | -1.2 | nt
CCN(CC)c1ccc(NC(=O)CN2C(=O)CSc3ncccc32)c(C)c1 | 4 | -10 | 15 | -17 | 6 | -5 | 1 | 0.04 | -6
COC(=O)C1=C(C)N=C2SC(C#N)=C(N)N2C1c1cccc(OC)c1 (stereo unspecified) | nt | -4 | -2 | nt | -10 | 4 | nt | 0.058 | 2
Clc1ccc(-c2ccnc(Oc3cc(Cl)ccc3Cl)n2)cc1 | nt | -27 | 2 | nt | -23 | 0 | nt | 0.054 | -11
O=C(NC1CCCCC1)C(c1ccc(F)cc1)N(Cc1ccc2c(c1)OCO2)C(=O)c1cnsn1 (stereo unspecified) | 2 | 6 | -28 | 9 | 3 | 1 | 1 | -0.061 | -10
CCOC(=O)N1CCN(S(=O)(=O)c2cc(C)c(C)cc2C)CC1 | 4 | -28 | 10 | 4[fluorescence artefact?] | 0 | 11 | 1.1 | nt | 3
CCN(c1ccccc1)c1cc(C)nc2nc(C)nn12 | -1 | nt | nt | 3 | nt | nt | 1.1 | -0.4 | nt
Remaining list, next part:
SMILES | Candida biofilm | TNFa cytotox | VCAM1 TNFa inh | Smad3 FoxH1 inh | IL1B cytotox | cytoskel mod | MT1-MMP txn act | DAT uptake mod | LYP inh 2
COc1ccccc1NC(=O)c1c(C)cc(=O)oc1C | 4 | -11 | 28 | -1 | nt | -2 | 1 | 0.13 | -4
COc1cc(CC(=O)Nc2ccc(S(=O)(=O)N(C)C)cc2)cc(OC)c1OC | 3 | -11 | 10 | 1 | -30 | -12 | 1 | 0.69 | -6
Cc1ccc(S(=O)(=O)Nc2cc(-c3nn(C)c(=O)c4ccccc34)ccc2N2CCOCC2)cc1 | 1 | 13 | 9 | 4 | -4 | 15 | 1.4 | 0.15 | 5
CC(=O)NCC(=O)OCC(=O)Nc1ccc(C(C)=O)cc1 | -3 | nt | nt | -4 | nt | nt | 1.1 | -0.79 | nt
CNc1nc(Sc2ccccc2)cc(C(F)(F)F)n1 | nt | -12 | -3 | nt | 1 | 8 | nt | 0.33 | -1
O=C(Cc1c(F)cccc1Cl)NCC1CCCO1 (stereo unspecified) | 7 | -16 | -11 | 7 | 10 | 2 | 1.1 | -1.5 | 10
COc1cccc(C2CC(C(F)(F)F)n3ncc(C(=O)NC(C)(C)C)c3N2)c1 (stereo unspecified) | 6 | -19 | 6 | 2 | -4 | 24 | 1.1 | -0.66 | 7
O=C(Nc1cccc(C(F)(F)F)c1)N1CCC(c2nc(-c3ccc(F)cc3)no2)CC1 | 4 | -21 | 11 | -8 | -10 | -20 | 1.2 | -0.51 | -2
O=c1[nH]c(CSc2nnc(NCCCN3CCOCC3)s2)nc2cc(Cl)ccc12 | 7 | -14 | -31 | 6 | 18 | 1 | 1.1 | 0.17 | 1
Cc1nn(C)c(C)c1S(=O)(=O)N1CCCC(C(=O)NCC2COc3ccccc3O2)C1 (stereo unspecified) | 2 | -24 | 1 | -9 | 3 | 14 | 1 | 0.67 | 0
Cc1ccc(-n2c(SCC(=O)Nc3cc(C)on3)nc3c(c2=O)SC(C)C3)cc1 (stereo unspecified) | -1 | nt | nt | 6 | nt | nt | 1.1 | -0.32 | nt
Cc1ccc(S(=O)(=O)C2(C(=O)N3CCN(C4CCCCC4)CC3)CC2)cc1 | nt | -14 | 7 | nt | 10 | -2 | 1.1 | -0.92 | -11
Nc1nnc(SCCOc2ccccc2)s1 | 9 | -4 | 2 | 6 | -20 | -15 | 1.2 | -1.3 | -21
Cc1cc(SCC#N)n2nc(C)c(-c3ccccc3)c2n1 | 4 | 3 | -44 | 1 | -19 | -8 | 0.8 | -1.5 | -12
c1ccc(-c2nc(CSc3nnnn3-c3ccccc3)cs2)cc1 | 5 | -37 | 12 | 2 | 10 | 13 | nt | 0.57 | -9

Gathered by group: the entries above with a nitro group on carbon (2)
SMILES | Candida biofilm | TNFa cytotox | VCAM1 TNFa inh | Smad3 FoxH1 inh | IL1B cytotox | cytoskel mod | MT1-MMP txn act | DAT uptake mod | LYP inh 2
COc1ccc(C(=O)/C=C/c2ccc(C)cc2)c(OC(=O)c2ccc([N+](=O)[O-])cc2)c1 | nt | -3 | -13 | nt | -8 | 26 | nt | -0.46 | -6
Cc1nn(CC(=O)Nc2ccc(Cl)cn2)c(C)c1[N+](=O)[O-] | nt | -19 | -2 | nt | 12 | -2 | nt | 0.38 | 2
